TDP1 block: TDP1 (human) enzyme inhibition; recombinant TDP1, AlphaScreen DNA substrate cleavage; Potency, µM (titrated, usually from 130 µM), for inactives: at the highest dose activity change, negative = inhibition, actives largely listed as inhibitors; 350,000 tested, 0.28% active; AID 485290; note: nearly all actives have a fitted effect of over 40% in size
Target sequence (Q9NUW8 whole entry, looked up): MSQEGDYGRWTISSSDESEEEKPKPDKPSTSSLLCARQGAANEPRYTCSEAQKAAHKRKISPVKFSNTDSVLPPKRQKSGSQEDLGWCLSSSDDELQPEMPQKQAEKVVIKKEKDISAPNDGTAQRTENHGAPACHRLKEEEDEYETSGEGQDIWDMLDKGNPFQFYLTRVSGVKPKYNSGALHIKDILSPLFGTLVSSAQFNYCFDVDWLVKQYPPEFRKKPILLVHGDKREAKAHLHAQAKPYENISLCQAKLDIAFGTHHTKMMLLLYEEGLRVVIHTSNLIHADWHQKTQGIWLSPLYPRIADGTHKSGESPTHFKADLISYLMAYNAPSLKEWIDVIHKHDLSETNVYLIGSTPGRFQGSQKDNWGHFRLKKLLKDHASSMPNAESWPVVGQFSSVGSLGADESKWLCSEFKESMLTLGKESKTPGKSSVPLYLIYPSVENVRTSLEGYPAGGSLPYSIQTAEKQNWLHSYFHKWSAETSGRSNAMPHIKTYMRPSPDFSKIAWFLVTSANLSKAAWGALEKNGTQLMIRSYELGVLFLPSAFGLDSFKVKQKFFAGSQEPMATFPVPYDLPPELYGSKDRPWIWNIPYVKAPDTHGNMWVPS
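E. coli-derived human Tdp1, 1 nM final. Cpd preinc 15 min RT; substrate 15 nM final, 5 min RT; AS bead mix 10 ug/ml final, 10 min RT. Signal loss = tyrosine-FITC cleavage. No-enzyme wells = max signal.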
DT40 TDP1 no CPT: qHTS for Inhibitors of human tyrosyl-DNA phosphodiesterase 1 (TDP1): qHTS in cells in absence of CPT. DT40 Tdp1-/- hTDP1 cells, no CPT, ATP luminescence, 48 h. Potency, µM (top dose mostly 46.2 µM), without a hit: at the top dose activity change, negative = growth inhibition, actives largely listed as inhibitors. 420,000 tested, 15% active. AID 686978, 2013; note: nearly all actives have a fitted effect of over 55% in size
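Chicken DT40 Tdp1-/- cells complemented with human TDP1, screened without camptothecin (DMSO vehicle only), 400 cells/well. Compounds pin-transferred, cells incubated at 37 °C for at least 48 hr. Growth read as ATP-dependent luminescence (CellTiter-Glo, 30 min at RT).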
N370S GC mod: N370S glucocerebrosidase modulation, Gaucher chaperone candidate. P04062. N370S GC spleen homogenate, 4MU-glucoside fluorescence. Potency, µM (doses to about 59.4 µM), for inactives: at the highest dose activity change, negative = inhibition, actives largely listed as inhibitors. 330,000 tested, 0.092% active. AID 2101;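 note: 0% = full enzyme activity and -100% = no enzyme basal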
* = called active by the depositor; u = inconclusive; x = no result given; & = joins results of further samples; [ ] = dose if it differs, or a comment. Calls come from the whole dose curve; as a rule, active = well fitted curve in the direction sought with a large enough effect; inconclusive = small, poorly fitted or top-dose-only effect, or another doubt; inactive = no such curve, though single readings can be large; an effect the other way counts as inactive or inconclusive. Unless noted, % is set by controls: 0 for no effect and ±100 for the full control effect; potency is the fitted concentration of half-maximal effect. This is a subset (hit frequency here may not be typical).

Start of the data: the first 4 entries, ahead of the listing:
SMILES	TDP1 block	DT40 TDP1 no CPT	N370S GC mod
CC1=Nc2ccccc2N=C(NC(=O)c2ccccc2)C1c1ccccc1 (stereo not given)	-1.2%	u	13.6%
COC(=O)[C@]1(C)N[C@H](CN(C)S(=O)(=O)c2ccc(C)cc2)[C@@H]2C(=O)N(C)C(=O)[C@@H]21	-17.1%	-27.4%	x
CCOC(=O)C1CCCN(S(=O)(=O)c2c(C(=O)N3CCCCC3)c(C)n(C)c2C)C1 (stereo not given)	5.8%	8.0%	-7.0%
CCc1cc(C(=O)Nc2sc(C)c(CC)c2C#N)no1	-8.2%	-22.1%	x

This part in full, from the first entry:
SMILES	TDP1 block	DT40 TDP1 no CPT	N370S GC mod
CC1=Nc2ccccc2N=C(NC(=O)c2ccccc2)C1c1ccccc1 (stereo not given)	-1.2%	u	13.6%
COC(=O)[C@]1(C)N[C@H](CN(C)S(=O)(=O)c2ccc(C)cc2)[C@@H]2C(=O)N(C)C(=O)[C@@H]21	-17.1%	-27.4%	x
CCOC(=O)C1CCCN(S(=O)(=O)c2c(C(=O)N3CCCCC3)c(C)n(C)c2C)C1 (stereo not given)	5.8%	8.0%	-7.0%
CCc1cc(C(=O)Nc2sc(C)c(CC)c2C#N)no1	-8.2%	-22.1%	x
CC1(C)Cc2c(ccc3ccccc23)C(=O)N1	4.1%	20.6µM*	-2.1%
CCOc1ccc(N2CCCCn3c2nc2c3c(=O)[nH]c(=O)n2C)cc1	4.1%	x	-6.6%
CC(=O)NC(CC(=O)N(Cc1ccccc1)c1cccc(C)c1)c1ccccc1 (stereo not given)	0.9%	-23.8%	-5.9%
CC(C)(C)NC(=S)NNC(=O)c1ccc2ncccc2c1	8.2%	u	-5.5%
CC(=O)c1ccccc1OCCOCCOCCOc1ccccc1C(C)=O	-13.9%	u	-2.9%
COc1cccc(CNC(=O)Cn2cc3c(n2)CCCC3)c1	3.3%	10.6%	2.0%
C/C(=N\NC(=O)CN1CCN(S(=O)(=O)c2ccc(C)cc2)CC1)c1ccc(O)cc1	2.4%	2.2%	-7.1%
Cn1c(CCN2CCN(c3ccccn3)CC2)nc2cc(NC(=O)COc3ccccc3)ccc21	4.3%	25.9µM*	-8.7%
CC(=O)Nc1ccc(S(=O)(=O)NC2(C(F)(F)F)NC(=O)N(c3ccc(C)cc3)C2=O)cc1 (stereo not given)	3.1%&12.3%	0.3%&2.3%	-2.6%
CCCCCCCC1c2c(c(C)c(C)oc2=O)Oc2c(C)c(C)oc(=O)c21	5.8%	-15.5%	x
Nc1nc2c(Cl)ccc(Cl)c2s1	4.6%	-13.9%	2.3%
CCc1ccc(NC(=S)NC2CCN(Cc3ccccc3)CC2)cc1	4.2%	11.6µM*	-3.1%
Cc1cc(C(F)(F)F)nn1CC(=O)NCc1cccs1	0.0%	-16.3%	-0.5%
O=S1(=O)c2cccc3cccc(c23)N1CCBr	-19.6%	8.6%	-10.3%
C=CCn1c(N)c(C(=O)NCCC2=CCCCC2)sc1=S	10.5%	u	18.3%
CC(C)CN1C(=O)c2ccc(NC(=O)c3cccs3)cc2C1=O	5.7%	18.4µM*	3.4%
COCCNC(=O)c1cc(-c2cccc(OC)c2)on1	0.5%	-7.1%	4.9%
CCn1c(SCC(=O)Nc2nccs2)nnc1-c1cc2cccc(OC)c2o1	2.0%	0.4%	6.6%
COCCCNC(=O)c1cc2cc(Br)ccc2oc1=O	0.0%	-2.7%	22.7%
Cc1ccc(C(=O)NCN2CCN(c3ccccc3)CC2)cc1	8.5%	0.8%	-3.8%
CN(C)c1ccc(/C=C2\NC(=S)N(Cc3ccccc3)C2=O)cc1	12.8%	20.6µM*	-16.0%
O=C(NC1CCCCC1)C(c1ccco1)N(C(=O)c1csnn1)c1ccccc1 (stereo not given)	3.1%[0.0935 µM]	-20.2%	-1.7%
CC1=CC(C)(C)N(C(=O)c2ccc(F)cc2)c2cc3c(cc21)OCO3	13.0%	u	0.5%
O=C(Nc1nnc(COc2ccc(F)cc2)s1)Nc1ccccc1F	x	-23.2%	-7.5%
O=C(COc1ccc(Br)cc1)Nc1nnc(C2CC2)s1	0.9%	14.2%	x
Cc1ccc(N2CN(Cc3cccnc3)CNC2=S)cc1	1.4%	10.0%	-5.6%
CN(C)CCN(C(=O)c1ccc(N2C(=O)CCC2=O)cc1)c1nc2cc3c(cc2s1)OCO3	8.1%	-22.1%	-1.0%
O=C(NCCCN1CCN(c2ccc(F)cc2)CC1)C1CCCN(c2ncnc3c2nc2n3CCCCC2)C1 (stereo not given)	5.4%	8.2µM*	3.0%
CC(=O)N1c2ccc(S(=O)(=O)N3CCCC(C(=O)N4CCCCC4)C3)cc2CC1C (stereo not given)	x	u	-6.1%
Cc1ccc(C(=O)N/C(=C/c2cccs2)C(=O)NCCc2c[nH]c3ccccc23)cc1	-2.7%	u	9.5%
CSc1ccc(CCNS(=O)(=O)c2cc(-c3cc(C)no3)ccc2C)cc1	5.3%	20.6µM*	x
Cc1nnc(NC(=O)CSc2nnc(CNC(=O)c3ccc(F)cc3)o2)s1	1.1%	-10.7%	-22.4%
CN(C(=O)c1cc2n(n1)C(C(F)(F)F)CC(c1ccco1)N2)c1ccccc1 (stereo not given)	-3.1%	u	-9.0%
CC1(C)CC(=O)C=C(Nc2ccc(F)cc2F)C1	-4.0%	-22.6%	-1.8%
COc1ccc(NS(=O)(=O)c2ccc(C(=O)N(C)Cc3ccc(C)o3)cc2)cc1	5.6%	14.6µM*	x
CC1CCN(C(=S)NC(=O)c2cccs2)CC1	1.1%	u	-1.9%
COc1ccc(N2CCN(c3oc(/C=C/c4ccc(F)cc4)nc3C#N)CC2)cc1	0.0%	7.7%	x
COc1nc(NCC(C)C)nc(Oc2ccc(OCc3ccccc3)nn2)n1	2.2%	u	7.9%
COc1ccc(/C=C/C(=O)N2CCCc3ccccc32)c(OC)c1	x	u	0.1%
CC1=CC(c2ccc(Cl)cc2)n2nc(N3C(=O)CCC3=O)nc2N1 (stereo not given)	0.0%	-5.8%	27.0%
Cc1ccc(N2C(=O)N(CC(=O)Nc3cccc(Cl)c3)C(=O)C2C)cc1 (stereo not given)	-10.5%	u	-16.4%
Cc1cc(C)n(-c2ccc(C(=O)C(C#N)c3nc4ccccc4n3C)cc2)n1 (stereo not given)	5.2%	u	8.4%
CCOc1ccc(NC(=S)NCCCc2ccccc2)cc1	1.2%	u	4.6%
COc1ccc(S(=O)(=O)N2CCCC2)c(C)c1C	1.0%	u	2.2%
COc1ccc(C)cc1NC(=O)n1ncc2cc(Cl)ccc21	x	5.9%	-14.8%
O=C(O)CCc1ccc(-c2ccc(Cl)cc2)n1CC(=O)O	-1.9%	12.2%	-19.2%
COc1cc(C(=O)Nc2ccc3c(c2)OCCO3)ccc1OC(F)F	7.7%	-18.9%	-9.0%
CSc1nc2ccsc2c(=O)n1-c1ccccn1	1.2%	-4.7%	-7.3%
CC(Nc1ccc(-c2nc(-c3cccnc3)no2)cc1[N+](=O)[O-])c1ccccc1 (stereo not given)	0.0%	9.8%	x
CCN(c1cccc(C)c1)S(=O)(=O)c1ccc(-n2cccn2)cc1	-3.7%&-8.5%	u	0.6%
COc1ccc(/C(O)=C/c2nc3ccccc3n(-c3ccccc3)c2=O)cc1	-3.9%	u	-3.5%
Cc1ccc(Oc2ccccc2NC(=O)CN2C(=O)NC3(CCCC3)C2=O)cc1	0.7%	u	-1.0%
CC(C)c1ccc(NC(=O)CCc2ccccc2)cc1	x	u	10.6%
CC1CSc2nc3sc4c(c3c(=O)n21)CCCC4 (stereo not given)	2.0%	u	1.5%
Cc1ccnn1-c1ccc(C(=O)NCC(c2ccco2)N2CCCC2)cc1 (stereo not given)	-0.9%	2.5%	x
CCCCN(C)CCNS(=O)(=O)c1ccc2c(c1)n(C)c(=O)c(=O)n2C	3.9%	-10.4%	-2.2%

Compound profiles, as listed above:
CCCCN(C)CCNS(=O)(=O)c1ccc2c(c1)n(C)c(=O)c(=O)n2C in the list: TDP1 block: 3.9%; DT40 TDP1 no CPT: -10.4%; N370S GC mod: -2.2%
CCN(c1cccc(C)c1)S(=O)(=O)c1ccc(-n2cccn2)cc1 in the list: TDP1 block: -3.7%&-8.5%; DT40 TDP1 no CPT: u; N370S GC mod: 0.6%

Additional results.
SMILES	TDP1 block	DT40 TDP1 no CPT	N370S GC mod
O=C(NCC1CCCO1)c1ccc2c(c1)N(Cc1ccccc1)C(=O)CS2=O (stereo not given)	u	u	22.8%
CC(C)C(=O)c1cc2c(cc1NC(=O)c1cccs1)OCCO2	x	u	-1.2%
COc1ccccc1OCC(=O)Nc1ccc2c(c1)C(=O)N(CC1CCCO1)C2=O (stereo not given)	2.7%	-18.1%	-1.9%
COc1cccc(CNC(=O)C(CC(C)C)NC(=O)c2ccccc2C)c1 (stereo not given)	x	-20.6%	-5.5%
c1ccc(C(c2ccccn2)c2ccccn2)cc1	-0.6%	2.6%	10.3%
O=C(CC1C[C@H](C(=O)N2CCOCC2)[C@@]2(CCC3CCCC3)c3[nH]c4ccccc4c3CCN2C1=O)NCCC1=CCCCC1 (stereo not given in full)	-0.6%	-6.7%	x
CCOc1ccc(NC(=O)/C=C\C(=O)N(c2ccc(C(C)C)cc2)C(C(=O)NCc2ccco2)c2ccc(F)cc2)cc1 (stereo not given)	2.6%	13µM*	x
O=C(CSc1nnc(-c2cccs2)o1)Nc1cccc(S(=O)(=O)N2CCCCC2)c1	1.2%	-7.8%	1.5%
COc1cccc(OC)c1C(=O)Nc1ccc2c(c1)OCCO2	2.0%	3.1%	-1.6%
CC1(c2ccccc2)NC(=O)N(N)C1=O (stereo not given)	1.2%	-4.1%	-2.5%
Cn1c(-c2sc3ccccc3c2Cl)n[nH]c1=S	8.5%	-1.4%	17.0%
CCN1CCN(C(=S)Nc2ccc([N+](=O)[O-])cc2)CC1	2.6%	-9.0%	17.0%
CSc1ccc(CCNC(=O)CCc2c(C)nc3ncnn3c2C)cc1	0.0%	3.6%	x
Cc1ccc(S(=O)(=O)N2CCCC2)cc1C(=O)O	-2.3%	-12.2%	-11.6%
COc1ccc(OCC(=O)NC(=S)Nc2ccccc2F)cc1	-3.2%	4.1%	16.7%
Nc1nnnn1/N=C/c1ccccn1	5.9%	-0.7%	7.7%
CCC1(C)SC(N)=NN1C(C)=O (stereo not given)	-1.2%	18.3%	0.4%
COc1ccc(NC(=O)c2ccc(-c3nn(C)c(=O)c4ccccc34)cc2)cc1C(N)=O	-0.6%	11.2%	-5.6%
O=C(NCCc1c[nH]c2ccc(Cl)cc12)c1ccc([N+](=O)[O-])cc1	x	-7.7%	-7.9%
COc1ccc(Nc2nc(NCc3ccco3)nc(N/N=C/c3ccccc3)n2)cc1	11.9%	u	u

By substructure: the compounds so far containing a cyano group
SMILES	TDP1 block	DT40 TDP1 no CPT	N370S GC mod
CCc1cc(C(=O)Nc2sc(C)c(CC)c2C#N)no1	-8.2%	-22.1%	x
COc1ccc(N2CCN(c3oc(/C=C/c4ccc(F)cc4)nc3C#N)CC2)cc1	0.0%	7.7%	x
Cc1cc(C)n(-c2ccc(C(=O)C(C#N)c3nc4ccccc4n3C)cc2)n1 (stereo not given)	5.2%	u	8.4%

New compounds follow:
SMILES	TDP1 block	DT40 TDP1 no CPT	N370S GC mod
O=C(COc1ccc(F)cc1F)N1CCCCCCC1	1.4%	u	5.6%
COc1cc(CNCCNC(=O)c2nonc2N)ccc1OCc1ccc(Cl)nc1	0.0%	u	-27.9%
COc1ccc(C2Nc3ccc(NC(C)=O)cc3C(=O)N2Cc2cccc(Cl)c2)cc1COc1ccc(NC(C)=O)cc1 (stereo not given)	-4.9%	10µM*	x
COC(=O)c1sccc1NC(=O)c1ccc(Br)o1	-2.1%	u	9.3%
O=C(Nc1c(O)c2ccccc2oc1=O)c1cccc(F)c1	-4.3%[12.3 µM]	7.1%	x
Cc1ccc(-n2nc3c(=O)n(CCCC(=O)NCC(C)c4ccccc4)nc(C)c3c2C)cc1 (stereo not given)	6.1%	14.6µM*	0.2%
COC(=O)c1cccc(N(C(=O)c2ccco2)C(C(=O)NC2CCCC2)c2ccc(N3CCOCC3)cc2)c1 (stereo not given)	x	-22.0%	-13.1%
COC(=O)C1=C(N)Oc2cc(C)n(CCCn3ccnc3)c(=O)c2C1c1ccc(Cl)cc1 (stereo not given)	8.2%	u	-11.6%
CC(C)CC(=O)NC(c1ccccc1Cl)c1c(O)ccc2ccccc12 (stereo not given)	4.6%	-112.2%	u
O=C(CNC(=O)c1ccc(Br)o1)NC12CC3CC(CC(C3)C1)C2	1.0%	3.1%	15.5%
CCN1CCC(C(=O)NC2CCCC2)(N(Cc2cccs2)C(=O)Cn2nnc3ccccc32)CC1	-4.9%	x	0.1%
O=c1[nH]c(Cc2ccccc2Cl)nc2ccccc12	8.4%	-13.8%	5.0%
